# Source: PubChem
# Growth percent in the NCI-60 one-dose screen (48 h, 10 µM unless noted): 100 = growth as untreated, 0 = no growth, -100 = all killed.
# NCI-H23: NCI-H23 lung cancer | 80,000 compounds, 4% hits
# NCI-H522: NCI-H522 lung cancer; AID 1794739; 78,000 compounds, 8% hits
# SK-OV-3: SK-OV-3 ovarian cancer cells; 80,000 compounds, 3.2% hits; AID 1794785
# IGROV1: IGROV1 ovarian cancer. 79,000 compounds, 4.7% hits. AID 1794786
# NCI-H226: NCI-H226 lung cancer; 79,000 compounds, 3.5% hits; AID 1794732
# NCI/ADR-RES: NCI/ADR-RES ovarian cells; 81,000 compounds, 4.4% hits; AID 1794790
# COLO 205: COLO 205 colon cancer | 79,000 compounds, 7.3% hits
# NCI-H322M: NCI-H322M lung cancer; 80,000 compounds, 2.7% hits
# NCI-H460: NCI-H460 lung cancer; 82,000 compounds, 6.8% hits; AID 1794736
# Starred values were filed as active, the others as inactive; · = no result given; [ ] = dose if it differs, or a comment. Rule for the calls: active = growth percent below 10; inactive = the rest.
1	COc1ccc(C(c2c[nH]c3ccccc23)c2c[nH]c3ccccc23)cc1OC
2	CC1CCC(SCc2ccccc2)CC1 (centres undefined)
3	O=C1c2ccccc2C(=O)c2c1ccc(C(Br)Br)c2Cl
4	CCCCNC(=O)NS(=O)(=O)c1ccc(N2N=C(c3ccc(C)cc3C)CC2c2ccccc2Cl)cc1 (centres undefined)
5	O=C(CSc1nc(-c2ccccc2)cc(=O)[nH]1)Nc1nc(-c2ccccc2)cs1
6	OC1CCC2CC12 (centres undefined)

Assay by compound,1,2,3,4,5,6
COLO 205,101,114,-33*,96,115,113
NCI-H226,93,106,80,77,76,106
NCI-H23,98,104,8.3*,91,84,105
NCI/ADR-RES,100,101,65,85,93,101
NCI-H522,63,114,-73*,·,74,·
IGROV1,88,113,-43*,108,58,100
NCI-H460,97,114,78,87,106,111
SK-OV-3,86,107,93,82,84,102
NCI-H322M,97,122,·,89,93,101

7	COc1cc(/C=C2\CC/C(=C\c3cc(CN4CCOCC4)c(O)c(OC)c3)C2=O)cc(CN2CCOCC2)c1O
8	COc1cccc(NC(=O)Nc2ccc(Nc3ncnc4sc(C(=O)NO)c(C)c34)cc2)c1
9	O=C(/C=C/c1ccco1)c1ccc([N+](=O)[O-])cc1
10	O=C(NCc1ccc(N2CCOCC2)cc1)c1ccc(CN2CCCC2)cc1
11	CC1SC(c2ccc([N+](=O)[O-])cc2)N(NC(=O)C(O)(c2ccccc2)c2ccccc2)C1=O (centres undefined)
12	O=C1Nc2ccc(Cl)cc2C12NCCc1cc(O)ccc12 (centres undefined)

Assay by compound,7,8,9,10,11,12
COLO 205,105,114,121,102,90,112
NCI-H226,94,95,96,·,101,100
NCI-H23,106,99,96,104,93,97
NCI/ADR-RES,102,98,104,106,97,108
NCI-H522,·,90,91,94,90,94
IGROV1,97,107,·,100,69,104
NCI-H460,101,101,101,105,113,100
SK-OV-3,94,129,111,102,93,100
NCI-H322M,96,104,113,102,91,94

13	COC(=O)c1ccc(C2OC34CCCCC3C(C#N)(C(=N)O4)C2(C#N)C#N)cc1 (centres undefined)
14	C=C(C)[C@@H]1CC[C@]2(C(=O)NCCNCCNCCN)CC[C@]3(C)[C@H](CC[C@@H]4[C@@]5(C)CCC(=O)C(C)(C)[C@@H]5CC[C@]43C)[C@@H]12
15	O=C(COc1ccccc1)Nc1ccc(-c2nc3ccccc3s2)cc1
16	CCSc1sc(-c2ccc(C)cc2)nc1[P+](c1ccccc1)(c1ccccc1)c1ccccc1
17	CC(NC(=O)C1(NC(=O)OCc2ccccc2)CCCC1)C(=O)O (centres undefined)
18	COc1cc(C(=O)OCCC(C)C)cc(OC)c1O

Assay by compound,13,14,15,16,17,18
COLO 205,113,-47*[100 µM],115,-26*,109,94
NCI-H226,100,74[100 µM],72,-4.4*,97,98
NCI-H23,95,-35*[100 µM],83,-14*,103,96
NCI/ADR-RES,95,-73*[100 µM],88,-5.4*,108,97
NCI-H522,86,-70*[100 µM],81,-10*,103,91
IGROV1,91,-85*[100 µM],88,-8.5*,115,76
NCI-H460,103,-91*[100 µM],101,-41*,109,102
SK-OV-3,118,70[100 µM],107,-23*,104,105
NCI-H322M,93,-81*[100 µM],95,-17*,92,85

19	N#C/C=C(\c1ccc([N+](=O)[O-])cc1)n1nnc2cc(Cl)c(Cl)cc21
20	O=C(Oc1cccc2ccccc12)Oc1cccc2ccccc12
21	OCc1ncc(-c2ccc(C(F)(F)F)cc2)c(N[C@@H]2C[C@H]3CC[C@@H]2C3)n1
22	O=C(O)c1c(-c2ccccc2)cnc2ccccc12
23	C=C(CCCCCCCCC)CC(=O)SCCNC(=O)CCNC(=O)C(O)C(C)(C)COP(=O)(O)OP(=O)(O)OCC1OC(n2cnc3c(N)ncnc32)C(O)C1OP(=O)(O)O (centres undefined)
24	COc1cc(C(=O)c2cc(C(C)=O)c3ccc(C)cn23)cc(OC)c1OC

Assay by compound,19,20,21,22,23,24
COLO 205,·,127,95,109,112,40
NCI-H226,40,98,100,106,97,66
NCI-H23,41,91,106,104,95,49
NCI/ADR-RES,-4.3*,103,101,·,99,18
NCI-H522,2.2*,94,98,101,89,38
IGROV1,-43*,74,105,110,101,42
NCI-H460,-8.7*,110,98,100,103,16
SK-OV-3,·,102,101,116,109,77
NCI-H322M,46,104,93,104,91,66

# Values in list order from the list.
# Nos. 19 to 24 in NCI-H226 read 40, 98, 100, 106, 97, 66
# Nos. 19 to 24 in COLO 205 read ·, 127, 95, 109, 112, 40
# Nos. 19 to 24 in NCI-H460 read -8.7*, 110, 98, 100, 103, 16

# Other results follow:
25	O=C(Oc1c(Cl)c(Cl)c(Cl)c(Cl)c1Cl)c1ccc(Cl)cc1
26	Clc1ccc(-c2cnn3cc(-c4ccccc4)cnc23)cc1
27	C=CCOc1ccc(Br)cc1CC(=C)C
28	Cc1cccc(C)c1CC(N)C(=O)O (centres undefined)
29	CCN(CC)c1ccc(C=O)c(OCc2cn(CC(=O)Nc3ccccc3F)nn2)c1
30	O=C(c1c[nH]c2ccccc12)C(O)C(c1ccccc1)N1CCN(c2ccccc2)CC1 (centres undefined)

Assay by compound,25,26,27,28,29,30
COLO 205,109,106,121,109,125,100
NCI-H226,86,88,106,104,92,86
NCI-H23,96,98,104,98,·,92
NCI/ADR-RES,98,91,101,103,96,98
NCI-H522,84,70,110,82,98,75
IGROV1,78,84,100,107,105,113
NCI-H460,97,78,111,100,99,87
SK-OV-3,93,105,118,95,118,108
NCI-H322M,90,88,131,104,105,89

31	CN(C)c1ccc(/C=C2\Cc3c(Br)cccc3C2=O)cc1
32	COc1ccc(C2C3CC4C(OC(=O)C42)C3I)cc1 (centres undefined)
33	CCCSSCCC
34	OC(c1ccc(Cl)cc1)C1CCNCC1 (centres undefined)
35	COc1ccc(C2CC(c3ccc(Cl)cc3)=NN2c2nc(-c3ccccc3)c(C#N)c(=O)n2C)cc1 (centres undefined)
36	COc1ccc(C2SCC(=O)N2c2nnc(Cn3cnnc3)o2)cc1 (centres undefined)

Assay by compound,31,32,33,34,35,36
COLO 205,79,112,106,109,101,·
NCI-H226,82,97,116,101,70,95
NCI-H23,82,113,91,106,66,87
NCI/ADR-RES,83,110,99,110,83,98
NCI-H522,69,·,97,97,·,102
IGROV1,69,108,108,109,87,94
NCI-H460,93,105,108,111,66,107
SK-OV-3,70,121,89,106,89,100
NCI-H322M,94,98,101,100,95,97

37	CCOC(=O)c1cnn2c1NC=C(C(=O)c1ccccc1O)C2C(C)C (centres undefined)
38	CN(C)N1C2=C(C(=O)CC(C)(C)C2)C(c2ccccc2)c2c1nc(N)c(C#N)c2N (centres undefined)
39	FC1(F)CCN(Cc2c[nH]c3cc(Cl)ccc23)C[C@H]1CCc1ccccc1
40	O=C(NCCCN1C(=O)c2ccccc2C1=O)OCc1ccccc1
41	c1ccc(COCCOCc2ccccc2)cc1
42	COc1ccc(OC)c(N=Nc2c(O)c3ccccc3[nH]c2=O)c1

Assay by compound,37,38,39,40,41,42
COLO 205,106,99,69,100,104,109
NCI-H226,92,92,44,108,113,80
NCI-H23,90,98,68,101,103,78
NCI/ADR-RES,90,90,37,103,101,65
NCI-H522,63,91,68,90,89,·
IGROV1,94,89,41,97,116,·
NCI-H460,103,99,43,114,94,89
SK-OV-3,86,84,84,96,105,102
NCI-H322M,106,86,84,98,129,·

43	CCN(CC)C(=O)C1CC=CCC1C(=O)O (centres undefined)
44	COC(=O)c1ccc2oc(NC(=O)c3ccc(NC4CCCCC4)c([N+](=O)[O-])c3)nc2c1
45	CC[C@H](Nc1ncnc2nc[nH]c12)c1nc2cccc(NCCCCCC(=O)O)c2c(=O)n1-c1ccccc1
46	C=CCC(C(=O)OCC)(C(=O)OCC)C(C)CCC (centres undefined)
47	COc1ccc(/C=C/C(=O)NC(CO)(CO)CO)cc1
48	COc1cc(/C=N/Nc2ccccc2Br)cc(OC)c1OC

Assay by compound,43,44,45,46,47,48
COLO 205,115,104,105,104,114,91
NCI-H226,104,71,100,101,99,100
NCI-H23,105,90,103,102,93,93
NCI/ADR-RES,108,99,106,101,99,93
NCI-H522,46,93,77,80,86,56
IGROV1,86,76,103,116,102,75
NCI-H460,105,102,107,94,101,86
SK-OV-3,112,89,94,100,118,104
NCI-H322M,90,98,114,112,98,95

49	CCN(Cc1cccc(S(=O)(=O)O)c1)c1ccc(C(=C2C=CC(=[N+](CC)Cc3cccc(S(=O)(=O)O)c3)C=C2)c2ccc(O)cc2S(=O)(=O)O)cc1
50	COc1ccc(N2C(=O)CS/C2=N/N=C(\C)c2cc3ccccc3oc2=O)cc1
51	COc1ccc2c(c1)O/C(=C/c1ccc(OCC(=O)Nc3ccccc3OC)cc1)C2=O
52	O=c1cc(-c2ccc(Cl)cc2)[nH]c2ccccc12
53	Nc1cccc2c1C(=O)c1ccccc1-2
54	COc1ccc(-c2ccc(-c3nc4ccccc4s3)c(=O)[nH]2)cc1

Assay by compound,49,50,51,52,53,54
COLO 205,127,127,107,100,105,107
NCI-H226,95,95,82,87,115,84
NCI-H23,114,93,98,83,94,91
NCI/ADR-RES,112,96,99,62,101,95
NCI-H522,92,101,75,81,100,93
IGROV1,69,98,104,82,101,82
NCI-H460,108,105,103,91,111,101
SK-OV-3,114,103,97,90,104,85
NCI-H322M,105,94,102,92,100,90

# 6 of these compounds, reformatted:
# Values in the order – COLO 205, NCI-H226, NCI-H23, NCI/ADR-RES, NCI-H522, IGROV1, NCI-H460, SK-OV-3, NCI-H322M
18: COc1cc(C(=O)OCCC(C)C)cc(OC)c1O
  94, 98, 96, 97, 91, 76, 102, 105, 85
19: N#C/C=C(\c1ccc([N+](=O)[O-])cc1)n1nnc2cc(Cl)c(Cl)cc21
  ·, 40, 41, -4.3*, 2.2*, -43*, -8.7*, ·, 46
20: O=C(Oc1cccc2ccccc12)Oc1cccc2ccccc12
  127, 98, 91, 103, 94, 74, 110, 102, 104
21: OCc1ncc(-c2ccc(C(F)(F)F)cc2)c(N[C@@H]2C[C@H]3CC[C@@H]2C3)n1
  95, 100, 106, 101, 98, 105, 98, 101, 93
22: O=C(O)c1c(-c2ccccc2)cnc2ccccc12
  109, 106, 104, ·, 101, 110, 100, 116, 104
23: C=C(CCCCCCCCC)CC(=O)SCCNC(=O)CCNC(=O)C(O)C(C)(C)COP(=O)(O)OP(=O)(O)OCC1OC(n2cnc3c(N)ncnc32)C(O)C1OP(=O)(O)O (centres undefined)
  112, 97, 95, 99, 89, 101, 103, 109, 91

# (listing goes on)
55	COc1ccc(C2=NN(C(C)=O)C(c3ccc(Cl)cc3)C2)cc1S(=O)(=O)Nc1cccnc1 (centres undefined)
56	CCCc1cc(C)ccc1O
57	NS(=O)(=O)c1ccc(CCNC(=O)CSc2nc3c(c(=O)[nH]2)CCCC3)cc1
58	Cc1c(-c2ccc(Cl)cc2)n[nH]c1-c1[nH]nc(-c2ccc(Cl)cc2)c1C
59	[2H]c1c(C([2H])([2H])CC)[nH]c(=S)[nH]c1=O
60	CCC1COS(=O)(=O)CS(=O)(=O)O1 (centres undefined)

Assay by compound,55,56,57,58,59,60
COLO 205,119,116,114,118,105,108[100 µM]
NCI-H226,96,110,99,87,99,87[100 µM]
NCI-H23,104,103,·,90,105,107[100 µM]
NCI/ADR-RES,106,105,108,100,106,100[100 µM]
NCI-H522,96,83,99,84,82,104[100 µM]
IGROV1,105,97,102,96,103,100[100 µM]
NCI-H460,105,100,103,95,109,109[100 µM]
SK-OV-3,104,113,108,96,101,96[100 µM]
NCI-H322M,97,104,100,101,91,97[100 µM]

61	CCCSc1nc(Nc2ccc(/C(C)=N\NC(N)=S)cc2)c(C#N)c(-c2ccc(OC)cc2)n1
62	ClCc1cccc(CSc2ncnc3nc[nH]c23)c1
63	Fc1cccc(-n2ncc3c(Nc4ccc(-c5nnc(-c6ccccc6)o5)cc4)ncnc32)c1
64	Cn1cc(-c2cc3ncnc(Nc4ccc(CC(=O)Nc5ccc(F)c(Cl)c5)cc4)c3s2)cn1
65	O=c1cc(C(F)(F)F)[nH]n1-c1nc2ccccc2[nH]1
66	COc1ccccc1Br
67	O=C(Cn1c(=O)[nH]c2ccccc2c1=O)NC1CCCCC1
68	CC(C(C(=O)N1CCCCC1)N1CCCCC1)N1CCCCC1 (centres undefined)
69	COc1cc(/C=C2\CCC/C(=C\c3cc(CN4CCCC4)c(O)c(OC)c3)C2=O)cc(CN2CCCC2)c1O

Assay by compound,61,62,63,64,65,66,67,68,69
COLO 205,113,107,113,52,108,102,120,118,-46*
NCI-H226,27,86,98,34,94,102,97,109,75
NCI-H23,·,91,108,74,90,96,103,107,38
NCI/ADR-RES,56,84,109,84,68,100,99,112,60
NCI-H522,89,67,92,43,66,98,104,93,46
IGROV1,81,98,102,68,84,105,105,160,53
NCI-H460,43,90,102,78,75,107,104,114,6.3*
SK-OV-3,97,103,117,104,91,102,127,103,102
NCI-H322M,81,116,102,72,88,100,103,119,44

# Random draw from the library; any-hit rate near 11%.
